# Source: PubChem BioAssay
# BAZ2B inh: blocks human BAZ2B. Q9UIF8. AlphaScreen BAZ2B-H3K14Ac peptide displacement. Potency, µM (highest dose often 114 µM), for inactives: at the highest dose activity change, negative = inhibition, usual class: inhibitors. 360,000 compounds, 4.4% hits; further: on the % scale 0 is the no-effect control and ±100 the full control effect; nearly all actives have a fitted effect of over 60% in size
#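 AlphaScreen luminescence quantifies BAZ2B engagement of H3K14Ac peptide; the protein and biotinylated peptide are both at 50 nM final, buffer PBS pH 7.4 with 0.01% Tween-20, all steps at room temperature.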
# POLH inh: DNA polymerase eta (human) inhibition. recombinant Pol eta, fluorescent DNA replication assay. Q9Y253. 390,000 compounds, 1.2% hits. Potency, µM (series often up to 114 µM), without a hit: top-dose activity change, negative = inhibition, actives largely listed as inhibitors; further: on the % scale 0 is the no-effect control and ±100 the full control effect
#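 Fluorescent replication assay: 50 nM final substrate added after a 15 min room-temperature compound preincubation with 10 nM enzyme. Signal taken at 0 min and again at 10 min.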
# Pol iota inh: inhibitors of human DNA polymerase iota. Potency, µM (top dose mostly 115 µM), for inactives: top-dose activity, negative = inhibition, hits mostly inhibitors. 390,000 compounds, 1% hits. AID 588590. Pol iota fluorescent replication assay, 10 min. Q9UNA4
# Target sequence (Q9UNA4 whole entry, looked up): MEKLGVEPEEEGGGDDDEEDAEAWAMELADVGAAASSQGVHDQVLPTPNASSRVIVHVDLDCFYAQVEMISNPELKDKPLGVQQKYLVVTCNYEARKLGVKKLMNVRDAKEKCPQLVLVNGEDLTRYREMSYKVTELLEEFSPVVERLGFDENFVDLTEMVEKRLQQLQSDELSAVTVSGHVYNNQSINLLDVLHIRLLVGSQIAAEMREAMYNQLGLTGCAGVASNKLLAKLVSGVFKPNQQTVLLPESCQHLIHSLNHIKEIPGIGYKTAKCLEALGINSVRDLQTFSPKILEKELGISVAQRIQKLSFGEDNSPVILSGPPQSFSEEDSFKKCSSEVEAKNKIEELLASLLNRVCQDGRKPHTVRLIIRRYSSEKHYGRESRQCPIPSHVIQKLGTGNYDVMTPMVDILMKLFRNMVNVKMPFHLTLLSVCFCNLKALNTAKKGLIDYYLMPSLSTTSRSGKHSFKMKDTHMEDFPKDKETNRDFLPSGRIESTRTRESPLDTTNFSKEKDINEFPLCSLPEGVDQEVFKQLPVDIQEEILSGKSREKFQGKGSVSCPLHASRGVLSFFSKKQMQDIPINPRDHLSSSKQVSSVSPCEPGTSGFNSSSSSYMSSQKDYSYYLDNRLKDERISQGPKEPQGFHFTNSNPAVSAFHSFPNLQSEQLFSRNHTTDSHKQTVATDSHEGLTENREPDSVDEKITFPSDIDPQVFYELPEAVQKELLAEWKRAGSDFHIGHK
#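 Fluorescent replication assay read twice, at 0 min and 10 min after adding 50 nM (final) substrate. Enzyme (10 nM) and compounds were first incubated 15 min at room temperature; enzyme-free buffer wells were negative controls.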
# G9a block: G9a (human) methyltransferase inhibition; G9a H3K9 monomethylation, AlphaScreen, 2 h; AID 504332; Potency, µM (doses to about 102 µM), without a hit: at the highest dose activity, negative = inhibition, hits mostly inhibitors; Q96KQ7; 350,000 compounds, 8.8% hits; further: on the % scale 0 is the no-effect control and ±100 the full control effect; nearly all actives have a fitted effect of over 75% in size
#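 Readings reflect AlphaScreen signal from monomethyl-H3K9 antibody detection. HMT at 20 nM; substrate b-H3K9 500 nM; cofactor SAM 20 uM; 2 h RT reaction; compounds tested as titrations in qHTS with 15 min preincubation.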
# POLB inh: blocks human DNA polymerase beta activity | P06746 | Pol beta primer extension/strand displacement, fluorescence kinetic | Potency, µM (series often up to 114 µM), for the others: top-dose activity change, negative = inhibition, most hits filed as inhibitors | 340,000 compounds, 1.3% hits; further: on the % scale 0 is the no-effect control and ±100 the full control effect
#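 Curves were derived by four-parameter Hill fits of normalized qHTS data. The kinetic fluorescent primer-extension read was taken at 0 and 10 min after 50 nM substrate, following a 15 min room-temperature preincubation of 10 nM enzyme with compounds.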
# BLM helicase inh: blocks DNA unwinding by human BLM helicase | P54132 | recombinant BLM DNA unwinding, fluorescence dequenching | AID 2528 | 350,000 compounds, 0.2% hits | Potency, µM (titrated, usually from 56.1 µM), for inactives: at the highest dose activity change, negative = inhibition, most hits filed as inhibitors;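 further: plate controls were vehicle for no effect and no enzyme for full effect; nearly all actives have a fitted effect of over 35% in size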
# APEX1 inh: APE1 (human) endonuclease inhibition; Potency, µM (doses to about 65.8 µM), without a hit: at the top dose activity change, negative = inhibition, actives largely listed as inhibitors; recombinant APE1, TAMRA/BHQ-2 abasic DNA cleavage fluorescence; P27695; 350,000 compounds, 0.35% hits;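 further: plate controls were vehicle for no effect and reference inhibitor for full effect; nearly all actives have a fitted effect of over 55% in size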
# Target sequence (P27695 whole entry, looked up): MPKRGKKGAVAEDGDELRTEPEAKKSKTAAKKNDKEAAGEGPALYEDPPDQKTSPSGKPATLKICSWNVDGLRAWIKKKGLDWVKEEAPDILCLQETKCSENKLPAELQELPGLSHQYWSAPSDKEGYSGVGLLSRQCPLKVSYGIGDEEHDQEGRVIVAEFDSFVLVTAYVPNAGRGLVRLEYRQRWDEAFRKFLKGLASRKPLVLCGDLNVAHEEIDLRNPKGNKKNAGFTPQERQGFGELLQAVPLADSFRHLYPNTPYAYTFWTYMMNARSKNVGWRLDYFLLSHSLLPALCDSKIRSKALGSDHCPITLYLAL
#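 Activity was derived from the fluorescence gain between first and third kinetic reads (60 s intervals, ex 525/em 598 nm) after 50 nM THF-abasic TAMRA/BHQ-2 duplex was added to 0.75 nM APE1 preincubated 15 min with compound.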
# POLK inh: DNA polymerase kappa (human) inhibition. 400,000 compounds, 0.53% hits. Q9UBT6. purified Pol kappa, fluorescent DNA synthesis assay, 10 min. Potency, µM (top dose mostly 107 µM), inactives show at the highest dose activity, negative = inhibition, most hits filed as inhibitors; further: on the % scale 0 is the no-effect control and ±100 the full control effect
#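 First, compounds were pin-transferred onto 10 nM Pol kappa. After 15 min at room temperature, substrate was added to 50 nM final. Fluorescence was then measured kinetically at 0 and 10 min.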
# Apoferritin bind: candidate novel general anesthetic via apoferritin binding | 350,000 compounds, 0.074% hits | AID 485281 | Potency, µM (series often up to 77.5 µM), for inactives: top-dose activity change, negative = displacement, usual class: inhibitors | apoferritin/1-aminoanthracene competitive binding, fluorescence | P02791; further: on the % scale 0 is the no-effect control and ±100 the full control effect; nearly all actives have a fitted effect of over 20% in size
#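 Apoferritin-based anesthetic binding model; compound displacement of fluorescent 1-AMA measured as endpoint fluorescence after 10 minutes at room temperature, scaled to free-ligand and complex controls.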
# Active calls of the source: *; ? = inconclusive; . = not tested or not shown; & = joins results of further samples; [ ] = dose if it differs, or a comment. The call rests on the fitted dose curve; in most records, active means well fitted curve in the direction sought with a large enough effect; inconclusive means small, poorly fitted or top-dose-only effect, or another doubt; inactive means no such curve, though single readings can be large; an effect the other way counts as inactive or inconclusive. Potency means the concentration at half of the fitted maximal effect. This is a subset; rates above refer to the full screens.
SMILES,BAZ2B inh,POLH inh,Pol iota inh,G9a block,POLB inh,BLM helicase inh,APEX1 inh,POLK inh,Apoferritin bind
CCNC(=O)C(C)Sc1ccc(Cl)cc1 (configuration not stated),14%,-2%,-15%,2%[59 µM],2%,2%,10%,-1%,6%
N=C1/C(=C\c2ccc(OC(=O)c3ccccc3)cc2)C(=O)N=C2SC(N3CCOCC3)=NN12,?,?,-15%,?,-19%,-16%,24%,-37%,?
COc1ccc(NC(=O)c2cccc(N3C(=O)C4C5C=CC(C5)C4C3=O)c2)c(OC)c1 (configuration not stated),-18%[57.1 µM],-14%,48%[activator],1%,-16%,-3%,69%[activator],9%,-2%
CCOC(=O)C1=C(C)NC(C)=C(C(=O)OCC)C1C(=O)OCC(=O)N1CC(C)OC(C)C1 (configuration not stated),4%,-11%,?,5%[59 µM],.,.,24%,6%,.
Cc1cccc(CCNC(=O)C2CCCN(S(=O)(=O)c3cccc4nsnc34)C2)c1 (configuration not stated),9%,0%,-3%,?,2%,-6%,1%,8%,0%
O=C(CCN1C(=O)S/C(=C\c2cccs2)C1=O)NC1=NCCS1,-5%,?,?,-2%[59 µM],4%,-3%,13%,-17%,4%
CCN(CC(=O)NCc1cccs1)C(=O)c1ccc(S(=O)(=O)Nc2cccc(C)c2C)cc1,-4%,-16%,16%,48%[activator],6%,-1%,15%,-24%,-8%
CCN1CCN(CCCNC(=O)c2csc3c2CCCCC3)CC1,-3%,-4%,-6%,-8%[59 µM],10%,3%,19%,-11%,-16%
COc1ccc(NC(=O)CN(C)C(=O)CCSc2ccc(C)cc2)cc1,4%,-10%,7%,6%[0.501 µM],.,.,7%,-24%,.
COc1cc(CNCc2cccs2)ccc1OCC(N)=O,-2%,-3%,17%,4%,18%,2%,1%,-3%[60.1 µM],-7%
O=C1CN(C(=O)CN2C(=O)NC(c3ccccc3)(c3ccccc3)C2=O)c2ccccc2N1,.,-17%,6%,.,.,.,-12%,8%,.
Cc1ccc(-c2nc(CNC(=O)c3ccco3)cs2)cc1,-16%,-4%,22%,50µM*,8%,-1%,34%,0%,?
O=C(Nc1ncnc2c1ncn2[C@@H]1O[C@@H]2COP(=O)(O)O[C@H]2[C@H]1O)c1ccccc1,.,.,.,.,.,-1%,-6%,1%[60.1 µM],-4%
COc1ccc(C(=O)Nc2nnc(C(C)C)s2)cc1OC,3%,6%,9%,8%[59 µM],34%,-2%,.,5%,-3%
CCOc1ccc(C2CC(c3c(O)c4ccccc4oc3=O)=NN2c2ccccc2)cc1OC (configuration not stated),-3%,3%,14%,66%[activator][59 µM],16%,-7%,4%,-13%,7%
CCOC(=O)c1cnc2c(OC)cccc2c1Nc1cccc(O)c1,-1%,-16%,23%,7%[59 µM],1%,-1%,.,-2%,-12%
Cc1ccc(CN2CCNC(=O)C2CC(=O)NCCCn2ncc3ccccc32)o1 (configuration not stated),-12%,-13%,?,.,42%,5%,4%,-2%,-5%
COc1ccc(CNC(=O)C(C)OC(=O)c2cccc(N(C)C)c2)cc1 (configuration not stated),.,-5%,-12%,.,.,.,9%,-2%,.
COc1ccc(Cl)cc1NC(=O)C1CCN(S(=O)(=O)c2ccc(F)cc2)CC1,5%,-16%,89µM*,-6%[59 µM],17%,-9%,.,-38%,-11%
COc1ccc(-c2csc(N)n2)cc1,-11%,-5%,2%,?,?,1%,18%,-4%,-9%
CCOc1ccc(-c2nc(C#N)c(NCc3ccco3)o2)cc1,?,3%,18%,-28%,10%,-6%,-10%,-17%,-10%
O=C(NCCCn1ccnc1)c1cc(-c2ccc(Cl)cc2)nc2ccccc12,?,-6%,8%,-14%[59 µM],-1%,-5%,-3%,-10%,-10%
O=C(COC(=O)c1ccc(Cl)cc1O)NC(=O)C1CCCCC1,-15%,-12%,105%[activator],50µM*,8%,-4%,2%,1%,-4%
O=C(CCNS(=O)(=O)c1ccc(OC(F)(F)F)cc1)N1CCN(S(=O)(=O)c2cccc(F)c2)CC1,10%,-22%,44%[activator],1%,.,.,-18%,-10%,.
O=C(Nc1ccc(Cl)c(Cl)c1)C1CCCCC1,22%,-16%,2%,4%[12.7 µM],.,.,11%,-9%,.

# 3 entries from above, arranged by the value under POLK inh, low to high.
smiles	POLK inh
O=C(CCN1C(=O)S/C(=C\c2cccs2)C1=O)NC1=NCCS1	-17%
O=C(CCNS(=O)(=O)c1ccc(OC(F)(F)F)cc1)N1CCN(S(=O)(=O)c2cccc(F)c2)CC1	-10%
COc1ccc(C(=O)Nc2nnc(C(C)C)s2)cc1OC	5%

# The results go on.
SMILES,BAZ2B inh,POLH inh,Pol iota inh,G9a block,POLB inh,BLM helicase inh,APEX1 inh,POLK inh,Apoferritin bind
CCCCOc1ccc(C(=O)NCCOc2cccc(OC)c2)cc1,26%,-9%,-20%,90%[activator],1%,-10%,25%,5%,-7%
CC(C)(C)NC(=O)C(c1ccc(F)cc1)N(Cc1ccco1)C(=O)CCC(=O)Nc1ccccn1 (configuration not stated),-14%,-25%,152%[activator],28%,37%,-1%,5%,-1%,-7%
O=C(NCCc1ccccc1)C1CCN(C(=O)c2ccc(F)cc2)CC1,8%,-13%,15%,-11%,2%,-3%,-3%,-5%,0%
COC(=O)CCC(=O)Nc1cccc2c(NC(=O)CCC(=O)OC)cccc12,-16%,?,5%,-13%[12.7 µM],?,0%,5%,0%,-2%
O=C(NCc1ccccc1)c1ccc(CSc2nc3cccnc3n2Cc2ccccc2)cc1,-4%,-10%,-9%,-43%[59 µM],8%,-2%,.,-21%,-2%
CCS(=O)(=O)NCC(c1cccnc1)N1CCN(c2ccc(OC)cc2)CC1 (configuration not stated),.,-19%,1%,?,34%,2%,1%,-4%,-6%
CCOC(=O)c1c(NC(=O)COc2ccc3ccc(=O)oc3c2)sc(C(=O)N(C)C)c1C,3%,-29%,39%[activator],-2%[12.7 µM],3%,-5%,-16%,7%,7%
O=C1C2C3C=CC(C3)C2C(=O)N1c1cccc(-c2nc3ccccc3o2)c1 (configuration not stated),1%,5%,6%,16%[59 µM],-23%,1%,0%,3%,-14%
Cc1nn(Cc2ccccc2Cl)c(C)c1NC(=O)CCCn1nc([N+](=O)[O-])c(Cl)c1C,-7%,-15%,39%[activator],5%,13%,1%,3%,-15%,-3%
COc1ccccc1CNC(=O)c1cc2ccc3ccc(C)[nH]c3c2n1,2%[57.1 µM],-22%,1%,-22%[59 µM],-21%,-4%,.,-11%,-3%
Cc1ccc(C(=O)N/N=C/c2ccc(-c3cccc(Cl)c3)o2)cn1,-19%,-14%,116%[activator],11%,-26%,-2%,0%,-2%,-10%
CCCCn1cc(S(=O)(=O)c2ccccc2)c(=O)c2cc(F)c(N3CCC(C)CC3)cc21,5%,1%,9%,12%[59 µM],29%,-6%,.,6%,?
C/C(=N\N=C1/NC(=O)C(C)S1)c1ccc([N+](=O)[O-])cc1 (configuration not stated),-4%,-14%,6%,13%[59 µM],1%,0%,-2%,-7%,-9%
Cc1ccc(S(=O)(=O)N2CCCC2C(=O)NC2CCCCC2)cc1 (configuration not stated),-3%,-2%,3%,-7%,2%,-1%,-1%,-3%,-11%
CCOC(=O)N1CCN(C(=O)c2cc3cc(Br)ccc3oc2=O)CC1,-5%,-12%,3%,16%,-8%,-3%,6%,10%,0%
COCCn1c(C)cc(O)c(C(c2ccc(C)cc2)N2CCCCC2)c1=O (configuration not stated),2%,-3%,-3%,-7%[59 µM],92%[activator],0%,.,-1%[60.1 µM],7%
Cc1cc(C)n(S(=O)(=O)c2cc(C)c(C)cc2C)n1,16%,-14%,13%,-2%,0%,-2%,-1%,3%,0%
O=c1c2oc3ccccc3c2n(Cc2ccccc2F)c(=O)n1Cc1ccccc1,-11%,0%,18%,-32%[59 µM],14%,-3%,.,-12%,-7%
CCOC(=O)CC(NS(=O)(=O)c1ccc(OC)c(C)c1)c1cccc([N+](=O)[O-])c1 (configuration not stated),?,-14%,-7%,?,-3%,4%,2%,-4%,-12%
O=C(Nc1ccc(Cl)cc1)c1ccc2oc(=O)n(Cc3ccccc3)c2c1,-16%,-15%,?,37%[59 µM],-24%,-10%,.,-1%[60.1 µM],-13%
CCOc1cc(/C=N\NC(=O)c2ccc(NC(=O)C(C)(C)C)cc2)ccc1OC(=O)c1ccc(C)cc1,4%,-2%,9%,-12%[59 µM],-1%,0%,0%,-4%,-6%
Cc1ccccc1CNc1nc(N)n(-c2ccccc2)n1,-3%,-7%,-9%,?,20%,-3%,0%,-16%,-5%
O=C(O)/C(=C/c1ccco1)NC(=O)c1ccc(Br)o1,-5%,?,?,45µM*,?,2%,-7%,-44%,-6%
C[C@@]12CCC=C[C@H]1[C@H](c1ccccc1Br)N(Cc1ccccc1)C2=O,.,-21%,?,23%[59 µM],.,-10%[75.6 µM],-8%&-6%,-4%,-5%[110 µM]
COCCN1C(=O)C(=O)/C(=C(/O)c2ccc(S(=O)(=O)N3CCOCC3)cc2)C1c1ccc(OC)c(OC)c1 (configuration not stated),-18%,-11%,10%,-13%,20%,-6%,24%,-12%,-7%
COc1cccc(/C=C/C(=O)OCC(=O)N2CCCc3ccccc32)c1,5%,-16%,11%,24%,.,.,-10%,-11%,.
CC(C)CC(=O)NC(=S)Nc1nc(-c2ccccc2)cs1,-3%,-16%,4%,36%[59 µM],7%,1%,7%,-7%,-10%
CN(C(=O)C1CCC(=O)N(Cc2ccccc2F)C1)C1CCOCC1 (configuration not stated),-10%,-6%,15%,13%,81%,-4%,-8%,-13%,-6%
Oc1ccc(C[C@@H]2CNCCN2CCC23CC4CC(CC(C4)C2)C3)cc1,?,-1%,-7%,-28%[12.7 µM],.,.,1%,-7%,.

# Full records from above.
# Results for Cc1ccc(C(=O)N/N=C/c2ccc(-c3cccc(Cl)c3)o2)cn1 → BAZ2B inh: -19%; POLH inh: -14%; Pol iota inh: 116%[activator]; G9a block: 11%; POLB inh: -26%; BLM helicase inh: -2%; APEX1 inh: 0%; POLK inh: -2%; Apoferritin bind: -10%
# Results for O=C1C2C3C=CC(C3)C2C(=O)N1c1cccc(-c2nc3ccccc3o2)c1 (configuration not stated) → BAZ2B inh: 1%; POLH inh: 5%; Pol iota inh: 6%; G9a block: 16%[59 µM]; POLB inh: -23%; BLM helicase inh: 1%; APEX1 inh: 0%; POLK inh: 3%; Apoferritin bind: -14%
